# RECQ1 inh = blocks DNA unwinding by human RECQ1 | P46063 | RECQ1 DNA unwinding, red fluorescence kinetic read | Potency, µM (series often up to 57.3 µM), without a hit: at the top dose activity, negative = inhibition, most hits filed as inhibitors | actives 0.54% (n = 240,000);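 also: plate controls were vehicle for no effect and no enzyme for full effect; nearly all actives have a fitted effect of over 30% in size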
# Target sequence (P46063 whole entry, looked up): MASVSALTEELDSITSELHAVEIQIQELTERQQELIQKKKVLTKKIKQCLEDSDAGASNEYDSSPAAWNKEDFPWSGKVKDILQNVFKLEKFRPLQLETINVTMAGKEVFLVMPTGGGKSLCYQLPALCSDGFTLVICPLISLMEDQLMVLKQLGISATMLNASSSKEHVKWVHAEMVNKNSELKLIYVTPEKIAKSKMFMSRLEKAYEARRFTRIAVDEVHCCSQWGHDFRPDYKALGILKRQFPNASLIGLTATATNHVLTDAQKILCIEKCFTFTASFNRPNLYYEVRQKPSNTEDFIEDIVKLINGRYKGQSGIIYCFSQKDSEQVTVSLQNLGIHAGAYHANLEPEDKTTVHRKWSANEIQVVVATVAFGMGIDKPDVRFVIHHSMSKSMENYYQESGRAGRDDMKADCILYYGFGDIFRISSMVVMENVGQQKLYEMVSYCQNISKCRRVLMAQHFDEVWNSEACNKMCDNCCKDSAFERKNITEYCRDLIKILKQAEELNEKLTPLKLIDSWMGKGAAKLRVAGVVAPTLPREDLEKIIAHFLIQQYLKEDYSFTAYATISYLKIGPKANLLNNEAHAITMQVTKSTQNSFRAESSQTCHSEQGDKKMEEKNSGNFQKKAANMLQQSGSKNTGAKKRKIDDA
#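 50 nM RECQ1T1 preincubated 15 min with compound in Tris pH 8.0 buffer with MgCl2, DTT, Tween-20 and 2.5 ug/ml poly(dI-dC); started with 200 nM TAMRA/BHQ-2 forked duplex and 2 mM ATP. Unwinding read as fluorescence (525/598 nm), two reads 2 h apart.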
# TRb SRC2 PPI = disrupts binding of human TR beta to SRC2. actives 0.065% (n = 280,000). TRbeta-SRC2 peptide binding, fluorescence polarization; receptor liganded with 1 µM T3. P10828. Potency, µM (series often up to 106 µM), without a hit: top-dose activity change, negative = inhibition, usual class: inhibitors;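 also: plate controls were bound peptide for no effect and peptide without receptor for full effect; nearly all actives have a fitted effect of over 50% in size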
#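 A fluorescence polarization screen tested compounds at multiple concentrations against complex formation between 0.6 uM TRb ligand-binding domain and 20 nM Texas Red SRC2 peptide, with 1 uM T3 present; readout after 5 hr.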
# TexasRed fluor = counter-screen for TRb-SRC2 inhibitors: fluorescence interference | Potency, µM (series often up to 106 µM), without a hit: at the highest dose fluorescence change, negative = quenching | actives 0.29% (n = 280,000) | TRb/SRC2 Texas Red total fluorescence interference | AID 1479; active = well fitted curve in either direction with a large enough effect
#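 Flags fluorescent or light-absorbing compounds by total fluorescence, S + 2P, at 555 nm excitation and 632 nm emission. Mixture: 20 nM Texas Red SRC2 peptide, 0.6 uM human TRb LBD, 1 uM T3, 5% DMSO; compound exposure 5 h at ambient temperature.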
# * marks the source's active call; other numbers are inactive results; i = inactive; & = joins results of further samples; [ ] = dose if it differs, or a comment. Unless noted, calls follow the shape of the dose curve; as a rule, active = well fitted curve in the direction sought with a large enough effect; inconclusive = small, poorly fitted or top-dose-only effect, or another doubt; inactive = no such curve, though single readings can be large; an effect the other way counts as inactive or inconclusive. Unless noted, % is scaled to controls: 0 for no effect and ±100 for the full control effect; potency is read from the fitted curve at half-maximal effect. This is a subset; count on the stated rates, not on these rows.
SMILES,RECQ1 inh,TRb SRC2 PPI,TexasRed fluor
CCOC(=O)N1CCN(/[N+]([O-])=N/Oc2ccc([N+](=O)[O-])cc2[N+](=O)[O-])CC1C (stereo unspecified),1%,-8%,-2%
COc1cccc(C2=Nn3c(nnc3-c3ccc(OC)c(OC)c3)SC2)c1,-7%,-1%,-2%
CC(=O)OCCN1C(=O)c2c(C)nc3ccc(S(=O)(=O)N4CCOCC4)cc3c2C1=O,-15%,9%,-15%
CC(C)C[C@H](NC(=O)[C@@H](N)Cc1ccccc1)C(=O)N[C@@H](Cc1ccccc1)C(=O)N[C@@H](CCC(N)=O)C(=O)N1CCC[C@H]1C(=O)N[C@@H](CCC(N)=O)C(=O)N[C@@H](CCCN=C(N)N)C(=O)N[C@@H](Cc1ccccc1)C(N)=O,15%,7%,1%
O=C(O)c1ccc2c(c1)C(=O)N([C@H](Cc1c3ccccc3cc3ccccc13)C(=O)O)C2=O,24%,0%,-2%
NCCCC[C@H](NC(=O)[C@H](Cc1c[nH]c2ccccc12)NC(=O)[C@H](CC(=O)O)NC(=O)[C@H](Cc1cnc[nH]1)NC(=O)[C@H](CO)NC(=O)[C@H](Cc1c[nH]c2ccccc12)NC(=O)[C@H](Cc1cnc[nH]1)NC(=O)[C@@H]1CCC(=O)N1)C(=O)N1CCC[C@H]1C(=O)NCC(N)=O,-16%,2%,-3%
CC(C)[C@H](/C=C/C[Si](C)(C)C)[C@H](C)C(O)/C=C/CCCOC(=O)C(C)(C)C (stereo partly specified),5%,0%,-1%
CCOc1ccccc1-c1nnc2n1N=C(c1cc(OC)cc(OC)c1)CS2,i,3%,-2%
O=c1cc(-c2ccccc2)oc2cc(O)ccc12,-10%,-3%,-2%
COc1cc2c3cc1OCc1c(O)c(OC)cc4c1C(Cc1ccc(cc1)Oc1cc(ccc1O)CC3N(C)CC2)N(C)CC4 (stereo unspecified),-3%,-5%,-1%
C[C@H]1C(=O)N(S(=O)(=O)c2ccc([N+](=O)[O-])cc2)[C@H]1c1ccc(F)cc1,7%,-1%,1%
COc1ccc(-c2ccc(OC)c(C3C4C=CCC(C)C4C(=O)N3Cc3ccccc3)c2)cc1C (stereo unspecified),-11%,9%,-1%
COc1cc2c3cc1Oc1c(OC)c(OC)cc4c1[C@@H](Cc1ccc(OC(=O)c5ccc([N+](=O)[O-])cc5)c(c1)Oc1ccc(cc1)C[C@@H]3N(C)CC2)N(C)CC4,26%&9%,1%&-5%,-4%&-2%
CC(=O)OCC(CO)OC(C)=O (stereo unspecified) (tested in a mixture with another compound),-18%,-2%,3%
Nc1sc2c(c1C(=O)c1ccc(Cl)cc1)CCCC2,-7%,-5%,0%

# Arranged by molecular weight (smallest number first): some entries from above
SMILES,RECQ1 inh,TRb SRC2 PPI,TexasRed fluor
Nc1sc2c(c1C(=O)c1ccc(Cl)cc1)CCCC2,-7%,-5%,0%
COc1cccc(C2=Nn3c(nnc3-c3ccc(OC)c(OC)c3)SC2)c1,-7%,-1%,-2%
CCOC(=O)N1CCN(/[N+]([O-])=N/Oc2ccc([N+](=O)[O-])cc2[N+](=O)[O-])CC1C (stereo unspecified),1%,-8%,-2%
O=C(O)c1ccc2c(c1)C(=O)N([C@H](Cc1c3ccccc3cc3ccccc13)C(=O)O)C2=O,24%,0%,-2%
CC(=O)OCCN1C(=O)c2c(C)nc3ccc(S(=O)(=O)N4CCOCC4)cc3c2C1=O,-15%,9%,-15%
COc1ccc(-c2ccc(OC)c(C3C4C=CCC(C)C4C(=O)N3Cc3ccccc3)c2)cc1C (stereo unspecified),-11%,9%,-1%
COc1cc2c3cc1OCc1c(O)c(OC)cc4c1C(Cc1ccc(cc1)Oc1cc(ccc1O)CC3N(C)CC2)N(C)CC4 (stereo unspecified),-3%,-5%,-1%
CC(C)C[C@H](NC(=O)[C@@H](N)Cc1ccccc1)C(=O)N[C@@H](Cc1ccccc1)C(=O)N[C@@H](CCC(N)=O)C(=O)N1CCC[C@H]1C(=O)N[C@@H](CCC(N)=O)C(=O)N[C@@H](CCCN=C(N)N)C(=O)N[C@@H](Cc1ccccc1)C(N)=O,15%,7%,1%
NCCCC[C@H](NC(=O)[C@H](Cc1c[nH]c2ccccc12)NC(=O)[C@H](CC(=O)O)NC(=O)[C@H](Cc1cnc[nH]1)NC(=O)[C@H](CO)NC(=O)[C@H](Cc1c[nH]c2ccccc12)NC(=O)[C@H](Cc1cnc[nH]1)NC(=O)[C@@H]1CCC(=O)N1)C(=O)N1CCC[C@H]1C(=O)NCC(N)=O,-16%,2%,-3%

# (listing goes on)
SMILES,RECQ1 inh,TRb SRC2 PPI,TexasRed fluor
CC(C)C[C@H](NC(=O)[C@H](CC(C)C)NC(=O)[C@H](Cc1ccccc1)NC(=O)[C@@H](N)CO)C(=O)N[C@@H](CCCNC(=N)N)C(=O)N[C@@H](CC(N)=O)C(=O)N1CCC[C@H]1C(=O)N[C@@H](CC(N)=O)C(=O)N[C@@H](CC(=O)O)C(=O)N[C@@H](CCCCN)C(=O)N[C@@H](Cc1ccc(O)cc1)C(=O)N[C@@H](CCC(=O)O)C(=O)N1CCC[C@H]1C(=O)N[C@@H](Cc1ccccc1)C(=O)O,-12%,3%,-18%
CN(C(=O)Cc1ccccc1OC(=O)c1ccccc1)c1ccccc1I,i,2%,-2%
COC(=O)C1=C[C@@H](C(=O)OC)[C@@H]2C3=C(C(=O)[C@@]2(C)NC(=O)c2ccccc2)[C@H](c2ccccc2)[C@@H]2C(=O)NC(=O)[C@@H]2[C@@H]3C1,i,-4%,1%
CC[C@H](C)[C@H](NC(=O)[C@H](CC(=O)O)NC(=O)[C@H](CC(N)=O)NC(=O)[C@@H](NC(=O)[C@H](CCCNC(=N)N)NC(=O)[C@@H](NC(=O)[C@@H](NC(=O)[C@@H](NC(=O)[C@@H](NC(=O)[C@H](CCCCN)NC(=O)[C@@H](NC(=O)[C@H](CC(C)C)NC(=O)[C@@H](NC(=O)[C@H](CCCCN)NC(=O)[C@@H](NC(=O)[C@H](CC(=O)O)NC(=O)[C@H](CC(=O)O)NC(=O)[C@H](CCC(N)=O)NC(=O)[C@@H](NC(=O)[C@H](CCCCN)NC(=O)[C@H](CCC(N)=O)NC(=O)[C@@H](NC(=O)[C@@H]1CCCN1C(=O)[C@@H](N)C(C)C)[C@@H](C)CC)C(C)C)[C@@H](C)O)[C@@H](C)O)[C@@H](C)CC)[C@@H](C)O)[C@@H](C)CC)C(C)C)[C@@H](C)O)[C@@H](C)CC)C(=O)N[C@@H](CO)C(=O)N[C@@H](Cc1cnc[nH]1)C(=O)N[C@H](C(=O)N[C@@H](CCC(N)=O)C(=O)N[C@@H](CO)C(=O)N[C@H](C(=O)N[C@@H](CO)C(=O)N[C@@H](CO)C(=O)N[C@@H](CCCCN)C(=O)N[C@@H](CCC(N)=O)C(=O)N[C@@H](CCCCN)C(=O)O)C(C)C)[C@@H](C)O,-25%,-2%,1%
Cc1ccc(-c2cc(C3C4C=CCCC4(C)C(=O)N3Cc3ccccc3)ccc2F)cc1 (stereo unspecified),3%,0%,-1%
C[C@@H](C(=O)CC(=O)OC(C)(C)C)[C@@H](O)c1ccccc1,8%,5%,-2%
COc1ccc(C2C3C=CCC(c4cccc(/C=C/c5ccccc5)c4)C3C(=O)N2Cc2ccccc2)cc1Cl (stereo unspecified),-8%,0%,0%
CSCC[C@H](NC(=O)[C@H](CC(C)C)NC(=O)[C@@H]1CCCN1C(=O)[C@H](Cc1ccccc1)NC(=O)[C@H](Cc1ccccc1)NC(=O)[C@H](CCC(N)=O)NC(=O)[C@H](CCC(N)=O)NC(=O)[C@@H]1CCCN1C(=O)[C@H](CCCCN)NC(=O)[C@@H]1CCCN1C(=O)[C@@H](N)CCCN=C(N)N)C(N)=O,-7%,-2%,1%
COc1ccc(SCC(Cc2ccccc2)N2CCN(CCc3ccccc3)CCC2=O)cc1 (stereo unspecified),-9%,3%,-2%
O=C(O)c1cc(C(=O)O)c(C(=O)N(Cc2cccc(Oc3ccccc3)c2)[C@H]2CCCc3ccccc32)cc1C(=O)O,-2%,-2%,3%
O=C(O)c1ccc2c(c1)C(=O)N([C@@H](C(=O)O)C(c1ccccc1)c1ccccc1)C2=O,-3%,-6%,-3%
CCC[C@H](NC(C)=O)C(=O)N[C@H]1CC(=O)ONCCCC[C@@H](C(N)=O)NC(=O)[C@H](Cc2c[nH]c3ccccc23)NC(=O)[C@H](CCCN=C(N)N)NC(=O)[C@@H](Cc2ccc3ccccc3c2)NC(=O)[C@H](Cc2cnc[nH]2)NC1=O,11%,-3%,-3%
CC(=O)C1CCC2C3CCC4=CC(=O)CCC4(C)C3CCC12C (stereo unspecified),-12%,2%,1%
CC(=O)c1ccc(-c2cccc(C3C4C=CCCC4(C)C(=O)N3Cc3ccccc3)c2)cc1 (stereo unspecified),-9%,-3%,-1%
CC[C@H](C)[C@H](NC(=O)[C@H](CCC(=O)O)NC(=O)[C@H](CC(N)=O)NC(=O)[C@@H](N)[C@@H](C)O)C(=O)N[C@H](C(=O)N[C@@H](CCC(=O)O)C(=O)N[C@@H](CCC(=O)O)C(=O)N[C@@H](CCC(N)=O)C(=O)N[C@@H](Cc1ccc(O)cc1)C(=O)N[C@H](C(=O)N1CCC[C@H]1C(=O)N[C@@H](CCC(N)=O)C(=O)N[C@@H](CO)C(=O)N[C@@H](CC(C)C)C(=O)N[C@@H](C)C(=O)N[C@H](C(=O)N[C@@H](CC(C)C)C(=O)N[C@@H](CCC(=O)O)C(=O)N[C@@H](CO)C(=O)N[C@H](C(=O)N[C@@H](Cc1ccccc1)C(=O)N[C@@H](CCC(N)=O)C(=O)N[C@@H](CCC(=O)O)C(=O)N[C@@H](CC(C)C)C(=O)NCC(=O)N[C@@H](CCCCN)C(=O)N[C@@H](CC(C)C)C(=O)N[C@H](C(=O)NCC(=O)N1CCC[C@H]1C(=O)N[C@@H](CC(N)=O)C(=O)N[C@@H](CO)C(=O)N[C@@H](CCC(N)=O)C(=O)O)[C@@H](C)O)C(C)C)[C@@H](C)O)[C@@H](C)O)C(C)C,-17%,3%,0%
CC(C)C[C@H](NC(=O)[C@H](CO)NC(=O)CNC(=O)[C@H](CCCCN)NC(=O)[C@H](CCCN=C(N)N)NC(=O)[C@H](C)NC(=O)[C@H](Cc1ccccc1)NC(=O)[C@@H](N)CCCN=C(N)N)C(=O)N[C@@H](CCCN=C(N)N)C(=O)N[C@@H](CCC(N)=O)C(=O)N[C@@H](CCCCN)C(=O)N[C@@H](CC(N)=O)C(=O)N[C@H](C(=O)O)C(C)C,-5%,2%,-2%
COC(=O)C1=C[C@@H](C(=O)OC)C2C3=C(C(=O)[C@@]2(C)NC(=O)c2ccccc2)[C@H](C)[C@@H]2C(=O)NC(=O)[C@@H]2[C@@H]3C1 (stereo partly specified),10%,-1%,-1%
CCCCCCCC/C=C/CCCCCCCC(=O)NCCOP(=O)(O)O,-12%,2%,4%
O=C1c2cccc(O)c2C(=O)c2c(O)cc(CO)cc21,-19%,-1%[201 µM],-6%[201 µM]
C=C1CC2C(=O)N(Cc3ccccc3)C(C(=O)OCC)(C(=O)OCC)C1N2C(=O)OC(C)(C)C (stereo unspecified),-1%,0%,-2%
C#Cc1ccc2c(c1)C(=O)N(C)Cc1c(C(=O)OCCCOC(=O)c3ncn4c3CN(C)C(=O)c3cc(C#C)ccc3-4)ncn1-2,4%,2%,-11%
COc1cc(OC)c2ccc(=O)oc2c1C(CC(=O)N1CCCCC1)c1ccc2c(c1)OCO2 (stereo unspecified),-18%,-2%,-2%
CC1CC=CC2C1C(=O)N(Cc1ccccc1)C2c1ccc(-c2ccc(F)cc2)cc1F (stereo unspecified),-7%,0%,0%
COc1ccc(C2=Nn3c(nnc3-c3cccc(OC)c3OC)SC2)c(OC)c1,i,7%,-1%
Cc1cc(CNC(=O)C2(C(F)(F)F)CC(CCCO)CCCO2)nn1C (stereo unspecified),i,0%,1%
CC(=O)OCON[N+]([O-])=NC(C)C,-5%,-3%,-2%
CCCN1CCC(=O)N(C(CSc2ccc(Br)cc2)Cc2ccccc2)CC1 (stereo unspecified),i,5%,-1%
CCCN1CCC(=O)N(C(CSc2ccc(C)cc2)CC(C)C)CC1 (stereo unspecified),11%,1%,-2%
CCOc1ccccc1-c1nnc2n1N=C(c1ccc(OC)cc1)CS2,i,5%,-3%
